# From PubChem
# GRP78 ERSR act: ER stress response induction in glioma; U87-MG GRP78 promoter luciferase reporter, 16 h; 420,000 compounds, 0.02% hits; AID 602332; Potency, µM, without a hit: top-dose activation, actives largely listed as activators; note: potency is the fitted concentration of half-maximal effect; series mostly up to about 76 µM; % of control where 0% means no effect; nearly all actives have a fitted effect of over 35% in size
#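 ERSR induction read as luciferase luminescence (Bright-Glo, 10 min at room temperature) in stably transfected human U87-MG glioma cells exposed to compounds for 16 h, using GRP78 as sensor.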
# Vif-APOBEC3G blk: blocks the Vif interaction with human APOBEC3G | HeLa A3G-eYFP + Vif (tagged APOBEC3G with the HIV-1 protein that degrades it), YFP fluorescence, overnight | 410,000 compounds, 0.076% hits | Q9HC16 | Potency, µM (series often up to 46.1 µM), without a hit: at the highest dose activity, negative = active, actives largely listed as inhibitors;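 note: potency is the fitted concentration of half-maximal effect; % is set by controls: 0 for no effect and ±100 for the full control effect; nearly all actives have a fitted effect of over 60% in size; hits raise eYFP signal because A3G escapes Vif-driven loss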
#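 Read-out is eYFP fluorescence (Ex 488/Em 500-530) from Vif-expressing HeLa A3G-eYFP cells; more signal means A3G escaped Vif-mediated degradation. Cells plated overnight, compound pinned in, incubated overnight at 37 deg C.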
# RGS4 inhibitor: inhibitors of human regulator of G protein signaling 4. Transcreener GDP fluorescence polarization, RGS4-accelerated GTP hydrolysis. 390,000 compounds, 0.039% hits. Potency, µM (doses to about 114 µM), for inactives: at the highest dose activity change, negative = inhibition, hits mostly inhibitors. AID 504845. P49798; note: potency is the fitted concentration of half-maximal effect; % is set by controls: 0 for no effect and ±100 for the full control effect; nearly all actives have a fitted effect of over 75% in size; some results filed as inactive show a strong effect at the top dose
# Target sequence (P49798 whole entry, looked up): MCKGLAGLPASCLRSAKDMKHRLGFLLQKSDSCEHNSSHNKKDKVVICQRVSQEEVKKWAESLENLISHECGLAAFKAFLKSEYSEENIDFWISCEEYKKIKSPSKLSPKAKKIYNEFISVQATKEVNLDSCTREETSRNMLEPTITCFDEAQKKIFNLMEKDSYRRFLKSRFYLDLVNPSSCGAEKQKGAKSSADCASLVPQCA
#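 MLSMR compounds (23 nl, pin-transferred) preincubated 10 min at room temperature with a 500nM (2x) first reagent, then RGS4 at 900nM (2x) plus Transcreener GDP mix added; fluorescence polarization (620/688 nm) read before and after 90 min at 30 °C.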
# TrxR1 substrate: rat thioredoxin reductase 1 substrate activity; O89049; purified TrxR1 substrate turnover, NADPH consumption readout; Potency, µM (series often up to 114 µM), for the others: top-dose activity change, negative = substrate turnover; 390,000 compounds, 0.01% hits; note: potency is the fitted concentration of half-maximal effect; % is set by controls: 0 for no effect and ±100 for the full control effect; nearly all actives have a fitted effect of over 50% in size
#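 Rat TrxR1, dispensed at 90 nM, was prereduced with 400 uM NADPH (final) for 5 min at ~22 deg C, then incubated with compound 15 min before 400 uM selenite. A first-read NADPH fluorescence drop versus no-compound background flagged substrates.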
# IDH1 R132H inh: human IDH1 R132H inhibition | IDH1-R132H enzyme, NADPH consumption, diaphorase/resazurin fluorescence | Potency, µM (top dose mostly 76.6 µM), without a hit: top-dose activity change, negative = inhibition, actives largely listed as inhibitors | 390,000 compounds, 0.093% hits; note: potency is the fitted concentration of half-maximal effect; % is set by controls: 0 for no effect and ±100 for the full control effect; nearly all actives have a fitted effect of over 65% in size
#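 IDH1-R132H (0.5 ug/mL) preincubated 30 min with compound, then NADPH (0.016 mM) and alpha-KG (2 mM) added; 80 min at RT, pH 7.5. Remaining NADPH coupled via diaphorase/resazurin to fluorescence (540/590 nm); concentration-response curves normalized to no-enzyme control.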
# TrxR1 inh: inhibitors of rat thioredoxin reductase 1; recombinant rTrxR1, NADPH fluorescence consumption, selenite substrate; Potency, µM (series often up to 114 µM), for the others: at the top dose activity change, negative = inhibition, usual class: inhibitors; 390,000 compounds, 1% hits; AID 588453; note: potency is the fitted concentration of half-maximal effect; % is set by controls: 0 for no effect and ±100 for the full control effect; nearly all actives have a fitted effect of over 65% in size
#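 Rat TrxR1 (90 nM in the dispensed reagent) was pre-reduced with 400 uM NADPH for 5 min at room temperature, then incubated with compound for 15 min. After 400 uM selenite was added, NADPH fluorescence (Ex 340/Em 450 nm) was followed for 8 min.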
# Vif-A3F inh: blocks the Vif interaction with APOBEC3F | HeLa A3F-eYFP + Vif (tagged APOBEC3F with the HIV-1 protein that degrades it), YFP fluorescence increase | Potency, µM (top dose mostly 46.1 µM), without a hit: at the top dose activity, negative = active | 390,000 compounds, 0.2% hits | AID 602313; note: potency is the fitted concentration of half-maximal effect; % of control where 0% means no effect; nearly all actives have a fitted effect of over 65% in size
#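 HeLa cells stably expressing A3F-eYFP plus Vif, plated and incubated overnight at 37 deg C, then exposed to compounds overnight at 37 deg C. Blocked degradation read as raised yellow fluorescence (Ex 488/Em 500-530).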
# USP1-UAF1 inh: inhibitors of human USP1/UAF1 deubiquitinase; 390,000 compounds, 0.23% hits; O94782; Potency, µM (top dose mostly 57.1 µM), without a hit: top-dose activity change, negative = inhibition, usual class: inhibitors; recombinant USP1/UAF1, Ub-Rhodamine cleavage fluorescence; note: potency is the fitted concentration of half-maximal effect; % is set by controls: 0 for no effect and ±100 for the full control effect; nearly all actives have a fitted effect of over 60% in size; inactives centre near -12
# Target sequence (O94782 whole entry, looked up): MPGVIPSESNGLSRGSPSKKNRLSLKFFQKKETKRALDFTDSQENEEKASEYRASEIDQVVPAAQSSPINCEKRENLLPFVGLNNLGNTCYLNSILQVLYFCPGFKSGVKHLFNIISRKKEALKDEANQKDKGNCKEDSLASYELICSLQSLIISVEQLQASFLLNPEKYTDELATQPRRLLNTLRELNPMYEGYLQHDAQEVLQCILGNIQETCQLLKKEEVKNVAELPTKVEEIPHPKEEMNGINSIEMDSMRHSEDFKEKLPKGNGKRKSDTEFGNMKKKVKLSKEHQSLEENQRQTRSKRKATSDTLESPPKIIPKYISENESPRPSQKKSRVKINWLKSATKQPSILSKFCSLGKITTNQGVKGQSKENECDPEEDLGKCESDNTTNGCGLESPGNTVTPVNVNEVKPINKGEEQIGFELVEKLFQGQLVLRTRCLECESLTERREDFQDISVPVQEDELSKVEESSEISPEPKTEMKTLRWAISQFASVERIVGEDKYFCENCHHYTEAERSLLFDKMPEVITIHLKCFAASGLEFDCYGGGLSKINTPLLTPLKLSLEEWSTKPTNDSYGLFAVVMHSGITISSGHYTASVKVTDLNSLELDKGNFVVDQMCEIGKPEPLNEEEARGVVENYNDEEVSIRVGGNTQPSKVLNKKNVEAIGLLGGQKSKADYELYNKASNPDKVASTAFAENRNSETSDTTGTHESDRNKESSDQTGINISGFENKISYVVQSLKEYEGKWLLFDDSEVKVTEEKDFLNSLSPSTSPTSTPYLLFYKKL
#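 High-throughput fluorogenic screen: 1nM USP1/UAF1 complex, Ub-Rho substrate 150nM final, 50mM HEPES pH 7.8 with 0.5mM EDTA, 0.1 mg/ml BSA, 1mM TCEP and 0.01% Tween-20.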
# LDHA inh: inhibitors of human lactate dehydrogenase A; P00338; purified LDHA, NADH/diaphorase-resazurin fluorescence; hits give low values; activity change, % (values are at about 110 or 230 µM); 480,000 compounds, 0.15% hits; in the data active = activity change below about -30%; inconclusive = mostly about -25% to -30%;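 note: plate controls were DMSO wells for no effect and wells without enzyme for full effect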
#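 Resorufin fluorescence (ex540/em590), read at 0 and 20 min after diaphorase/resazurin addition, reports the NADH left after a 5 min room-temperature reaction of 2 nM human LDH5 with 0.06 mM NADH and 0.2 mM pyruvate.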
# * = called active by the depositor; ? = inconclusive; . = no result given; & = joins results of further samples; [ ] = dose if it differs, or a comment. Unless noted, calls come from the whole dose curve; as a rule, active = well fitted curve in the direction sought with a large enough effect; inconclusive = small, poorly fitted or top-dose-only effect, or another doubt; inactive = no such curve, though single readings can be large; an effect the other way counts as inactive or inconclusive. An excerpt. The share of hits here may be higher or lower than overall.
SMILES,GRP78 ERSR act,Vif-APOBEC3G blk,RGS4 inhibitor,TrxR1 substrate,IDH1 R132H inh,TrxR1 inh,Vif-A3F inh,USP1-UAF1 inh,LDHA inh
C=CCc1c(C)nn(CC(=O)O)c1-c1ccccc1,-2.3%,-0.2%,3.3%,16.6%[57.1 µM],2.0%,28.2%[57.1 µM],-2.0%,-14.9%,-5.4
CC(CNS(=O)(=O)c1ccc2c(c1)NC(=O)CCS2)c1ccccc1 (stereo unspecified),-1.8%,-0.2%,-7.5%,2.2%,-9.5%,15.4%,-7.2%,-30.3%,-3.5
CCCCNS(=O)(=O)c1ccc(Br)cc1N1CCC[C@H]1CO,-2.3%,-0.5%,9.6%,3.8%,-2.1%,17.6%,0.3%,-10.6%,-1.1
COc1ccc(C2(O)CC3CCC(C2)N3c2cc(C)nc(-c3ccccc3)n2)cc1 (stereo unspecified),-2.2%,-10.8%,-10.7%,-5.4%,8.1%,9.8%,-14.5%,-11.3%,2.8
COC(=O)c1scc(-c2ccc(C)cc2)c1S(=O)(=O)Nc1ccc(OC(F)(F)F)cc1,-0.6%,3.4%,-19.2%,-10.6%[57.1 µM],-29.8%,-4.7%[57.1 µM],2.5%,-21.5%,0.1
COCc1cc(=O)n2[nH]c(-c3ccccc3)cc2n1,1.0%,-4.4%,28.1%,30.6%[activator][57.1 µM],9.0%,13.5%[57.1 µM],0.9%,-27.5%,5.6
CCOC(=O)c1ccc(N2C(=O)C(O)=C(C(C)=O)C2c2ccccn2)cc1 (stereo unspecified),-2.3%,-2.9%,11.3%,-17.3%,9.2%,-33.3%,.,-8.9%,-0.7
COC(=O)c1ccccc1NC(=O)c1ccc2c(c1)CC(C)O2 (stereo unspecified),3.9%,-2.0%,-3.3%,7.1%[2.29 µM],8.4%,16.3%[57.1 µM],-12.5%,-24.2%,-1.1
CCSc1nsc(NC(=O)Nc2cccc(F)c2)n1,-0.3%,2.0%,6.4%[56.9 µM],?,-1.1%,3.7%,-4.2%,-12.5%,-12.8
CNc1ccccc1-n1ccc(-c2ccccc2)n1,-3.9%,1.0%,10.1%,4.4%,4.2%,16.5%,1.4%,-14.8%,-5.1
COc1cccc(NC(=O)c2ccnc(N3CCC(C(=O)NCc4ccccc4OC)CC3)c2)c1,8.1%,0.0%,-1.3%,139.7%[activator],-11.1%,93.3%[activator],-8.6%,-16.2%,-6.4
C(=Nc1ccc(Nc2ccccc2)cc1)c1ccc2ccccc2c1,-0.6%,-1.6%,-49.5%,-4.2%,8.1%,?,-9.3%,-9.0%,-0.2
NC(=O)/C=C\C(=O)Nc1cccc(C(F)(F)F)c1,-2.2%,-20.3%,-6.0%,10.5%,14.2%,25.1µM*,-25.1%,-17.3%,-1.9
CC1CC(C)CN(CC(=O)N2CCc3[nH]c4ccccc4c3C2)C1 (stereo unspecified),-3.3%,-5.3%,13.9%,9.8%[57.1 µM],0.4%,17.4%[57.1 µM],4.2%,-17.8%,2.5
O=C1CCN(Cc2cccnc2)CCN1[C@H](CO)Cc1ccccc1,0.6%&0.9%,3.3%&-2.5%,12.5%,9.3%&-0.3%,-8.8%,30.0%&0.3%,5.2%,-11.5%,-4.6
Cc1ccc(NC2CCCN(C(=O)c3snnc3C)C2)cc1C (stereo unspecified),-4.2%,-0.6%,-11.8%,4.8%,-3.6%,13.5%,-6.6%,-18.4%,-0.3
CCn1c(=O)cc(SCC(=O)Nc2ccc(OC)c(OC)c2)c2ccccc21,-9.1%,0.1%,-1.2%,-1.2%,4.2%,3.5%,-2.1%,-14.6%,0.7
Cc1cc(N2CCN(c3ccc([N+](=O)[O-])c4cccnc34)CC2)c2ccccc2n1,-2.3%,?,-9.6%,0.9%[57.1 µM],2.0%,-58.1%[0.457 µM],3.55µM*,-25.9%,1.7
COC(=O)c1c(C)nc(C)c(C(=O)OC)c1-c1ccsc1,-1.2%,0.3%,11.5%,-2.4%,-3.0%,17.9%,7.1%,-14.2%,-4.2
COc1ccc(OC)c(S(=O)(=O)N(C)CC(=O)Nc2cc(Cl)ccc2OC)c1,-4.7%,-3.7%,-4.2%,-1.1%[57.1 µM],8.8%,11.6%[57.1 µM],7.8%,-11.1%,-3.3

# Reprinted from the part before: 2 entries; new compounds follow.
SMILES,GRP78 ERSR act,Vif-APOBEC3G blk,RGS4 inhibitor,TrxR1 substrate,IDH1 R132H inh,TrxR1 inh,Vif-A3F inh,USP1-UAF1 inh,LDHA inh
COC(=O)c1c(C)nc(C)c(C(=O)OC)c1-c1ccsc1,-1.2%,0.3%,11.5%,-2.4%,-3.0%,17.9%,7.1%,-14.2%,-4.2
COc1ccc(OC)c(S(=O)(=O)N(C)CC(=O)Nc2cc(Cl)ccc2OC)c1,-4.7%,-3.7%,-4.2%,-1.1%[57.1 µM],8.8%,11.6%[57.1 µM],7.8%,-11.1%,-3.3
C[C@H]1CN([C@@H](C)CO)S(=O)(=O)c2ccc(C#CC(C)(C)O)cc2O[C@H]1CN(C)Cc1ccccc1,0.6%,4.7%,.,.,10.3%,.,-0.5%,-19.2%,-0.5
CCOC(=O)C1(Cc2cccc(OC)c2)CCCN(Cc2nccn2CC)C1 (stereo unspecified),-3.4%,9.1%,10.8%,6.7%,9.8%,19.6%,-2.3%,-9.0%,-8.6
Cc1cccc(NC(=S)NC(=O)CCc2ccccc2)c1C,0.8%,?,-52.9%,0.4%,0.8%,?,0.1%,-9.9%,1.1
C=CCn1c(SCC(=O)c2cccs2)nc2sc(C)c(C)c2c1=O,-1.0%,-6.8%,-32.6%,1.7%,-0.6%,11.2%,5.3%,-4.7%,-10.8
Cc1cccc(N2CCN(C(=O)CCNS(=O)(=O)c3cccs3)CC2C)c1 (stereo unspecified),0.4%,-3.5%,-0.5%,-2.8%,0.6%,12.5%[57.1 µM],-16.3%,-6.2%,4.8
Cc1cccc(C)c1-n1ncc(C(=O)NC2CCCC2)c1C1CCN(C(=O)OC(C)(C)C)CC1,-3.3%,4.9%,-0.6%,-2.1%,-16.0%,7.9%,0.3%,-7.5%,2.8
CCOC(=O)CN(C(=O)CNC(=O)c1cccs1)C(C(=O)NC1CCCCC1)c1cccs1 (stereo unspecified),-4.3%,-5.7%,-14.0%,-0.2%,4.9%,-5.3%,0.2%,-12.7%,-3.3
O=C(OCC(F)(F)F)c1cccc(COc2ccc3ccccc3c2)c1,-15.0%,-5.9%,-22.3%,9.8%[57.1 µM],0.6%,20.9%[57.1 µM],-0.9%,-19.1%,-2.0
COc1cccc(Nc2ccc([N+](=O)[O-])c3nonc23)c1,-5.3%,-17.3%,20.2%,-6.7%,-12.0%,-5.7%,?,-17.1%,1.1
CC(=O)Nc1ccc(NC(=O)Nc2cc(C)cc(C)c2)cc1,-2.0%,-6.7%,15.4%,9.4%[57.1 µM],3.9%,29.0%[57.1 µM],-7.3%,-19.5%,-6.5
Cc1cc(N2CCOCC2)n2nc(-c3cccc(F)c3)cc2n1,-1.0%,-7.1%,-3.0%,78.5%[activator],2.9%,35.6%,4.1%,-12.6%,-4.1
Cc1ccc(NC(=O)CN2C(=O)CNC2=O)cc1,-4.1%,-1.1%,1.6%,-13.1%,7.0%,-14.2%,2.2%,-4.3%,-9.1
CC1CCCC(C)N1C(=O)COC(=O)c1ccc([N+](=O)[O-])o1 (stereo unspecified),4.3%,-0.2%,-0.9%,-1.8%,2.9%,?,3.1%,-4.7%,10.2
Cc1sc2ncnc(SCC(=O)N3CCCC3=O)c2c1C,-2.6%,-8.2%,1.5%,-7.5%,0.0%,-14.8%,-2.6%,-17.2%,1.1
CC(=O)c1c(C)nc(-c2ccc(Cl)cc2)nc1N=CN(C)C,1.6%,-4.9%,-27.4%,9.3%,2.7%,-2.9%,-4.4%,-19.5%,-3.7
COc1ccc(S(=O)(=O)N(CCCN2CCCC2=O)Cc2cc3c(C)cc(C)cc3[nH]c2=O)cc1,-2.7%,0.9%,-3.9%[11.4 µM],13.4%,7.8%,8.7%[57.1 µM],0.1%,-19.6%,-0.4
Cc1ccc(NC(=O)CCNC(=O)Cn2ccc3ccccc3c2=O)cc1F,4.3%,-5.3%,-8.9%,8.5%[57.1 µM],1.9%,16.9%[57.1 µM],-0.9%,-18.7%,-4.5
CC(C)=CCN1CCN(Cc2cc(C(C)C)n[nH]2)CC1CCO (stereo unspecified),0.4%,-1.8%,-3.3%,-1.1%,0.5%,7.4%,6.0%,-18.8%,-5.7
CC(C)NC(=O)CCN1C(=O)c2ccccc2Sc2ncccc21,-3.3%&-2.0%,3.2%&4.6%,-9.3%&10.2%,4.3%&0.3%,1.4%&-22.0%,24.2%&-2.0%,3.4%&0.4%,-19.2%&13.6%,-6.2&-3.1
O=C(O)c1cc2c(ccc3ccccc32)o1,-2.5%,-0.7%,-4.0%,48.1%[activator],5.8%,13.8%,4.8%,-16.7%,4.9

# TrxR1 inh: entries above that show a hit.
smiles | GRP78 ERSR act | Vif-APOBEC3G blk | RGS4 inhibitor | TrxR1 substrate | TrxR1 inh | Vif-A3F inh | USP1-UAF1 inh | LDHA inh
NC(=O)/C=C\C(=O)Nc1cccc(C(F)(F)F)c1 | -2.2% | -20.3% | -6.0% | 10.5% | 25.1µM* | -25.1% | -17.3% | -1.9
